CHT block – inhibitors of human choline transporter CHT; 310,000 compounds, 0.86% hits; AID 488975, 2010; CHT-expressing cells, membrane potential dye, choline response; hits give low values; B-score at 10 µM;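 active = B-score over 3 SD under the library average, and starting fluorescence ratio not unusually high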;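 note: choline stimulus applied at its EC90 after an EC20 pre-addition; B-score computed on integrated fluorescence ratio after choline addition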
KCNQ2 inh – KCNQ2 potassium channel inhibitors, primary screen, cell-based, CHO-K1, FluxOR thallium flux, B-score (AID 2156). Potassium voltage-gated channel subfamily KQT member 2 (Rattus norvegicus), O88943. 20 min; hits give low values. B-score at 10 µM. 310,000 compounds, 1.1% hits;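 active = fluorescence ratio B-score at most minus 3 library SDs, with starting brightness B-score within 2 library SDs, cut at about -5.5 in these data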
Target sequence (O88943 whole entry, looked up): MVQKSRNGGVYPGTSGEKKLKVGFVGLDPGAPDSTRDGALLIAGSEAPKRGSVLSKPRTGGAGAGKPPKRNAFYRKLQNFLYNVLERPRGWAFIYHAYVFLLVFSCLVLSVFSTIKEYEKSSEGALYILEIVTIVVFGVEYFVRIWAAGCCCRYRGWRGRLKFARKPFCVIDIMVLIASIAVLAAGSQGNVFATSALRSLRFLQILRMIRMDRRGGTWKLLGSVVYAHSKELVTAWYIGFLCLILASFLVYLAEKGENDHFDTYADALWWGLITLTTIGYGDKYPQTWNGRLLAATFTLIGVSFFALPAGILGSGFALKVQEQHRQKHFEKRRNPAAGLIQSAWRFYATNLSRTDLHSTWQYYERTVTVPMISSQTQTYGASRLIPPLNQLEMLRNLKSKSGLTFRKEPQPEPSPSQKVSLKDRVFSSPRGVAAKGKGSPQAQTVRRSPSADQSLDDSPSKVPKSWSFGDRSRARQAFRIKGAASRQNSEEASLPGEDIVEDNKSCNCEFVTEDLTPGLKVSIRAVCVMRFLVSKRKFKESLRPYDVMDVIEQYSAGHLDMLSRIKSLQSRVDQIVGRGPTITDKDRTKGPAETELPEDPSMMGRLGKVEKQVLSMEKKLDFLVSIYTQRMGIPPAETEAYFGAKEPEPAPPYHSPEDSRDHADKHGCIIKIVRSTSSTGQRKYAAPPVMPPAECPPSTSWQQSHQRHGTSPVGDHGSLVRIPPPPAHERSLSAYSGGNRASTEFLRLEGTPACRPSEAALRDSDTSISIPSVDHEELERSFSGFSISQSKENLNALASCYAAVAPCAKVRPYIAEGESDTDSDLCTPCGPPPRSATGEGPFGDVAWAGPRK
Active calls of the source: *; i = inactive; · = not tested or not shown.

SMILES | CHT block | KCNQ2 inh
O=C(Nc1nc(-c2ccccn2)cs1)c1ccc(Br)s1 | i | i
COc1ccc(N(CC(=O)NC2CC3CCC2C3)S(=O)(=O)c2ccc(C)cc2)cc1 (stereo not given) | i | i
O=C(/C=C/c1ccc([N+](=O)[O-])s1)N1CCCCC1 | i | i
Cc1cc2cc(CCNC(=O)CCCc3ccccc3)c(=O)[nH]c2cc1C | i | i
CCC(=O)Nc1ccc2nc(SCC(=O)N3CCCC3)sc2c1 | i | i
N#CCCN(Cc1cccnc1)C(=O)Nc1ccc(Cl)c(Cl)c1 | i | i
CC(=O)Oc1ccc2oc(=O)c3c(c2c1)CCCN3C(=O)CN1CCOCC1 | i | i
O=S(=O)(NC(=NCCc1ccc(Cl)cc1)c1ccccc1Cl)c1cccs1 | i | i
COc1ccc(Cl)cc1NC(=O)CCS(=O)(=O)c1cc2c(cc1C)NC(=O)CO2 | i | i
COC(=O)[C@H](C(C)C)n1c(C)c(C(C)=O)c(C(C)=O)c1C | i | i
O=C1/C(=C\c2ccccn2)SC(=S)N1Nc1ncc(C(F)(F)F)cc1Cl | i | i
CCOc1cc(/C=N/NC(=O)c2nn(C)cc2Br)ccc1OCc1ccccc1Cl | i | i
c1ccc(-c2csc(N3CCc4ccccc4C3)n2)cc1 | i | i
Cc1cc(C)nc(N/N=C2/CCCC/C2=C\c2ccccc2)n1 | i | i
Cc1cnn(-c2cc(N/N=C/c3ccc(F)cc3)ncn2)c1 | i | i
O=C(Nc1ccc(Cl)cc1)Nc1ccccn1 | i | i
O=C(CCS(=O)(=O)c1ccc(Cl)cc1)Oc1ccc2c(c1)OCO2 | i | ·
O=C(CN1CCN(Cc2ccc(F)cc2)C1=O)NCc1cccs1 | i | i
CCN(CC)S(=O)(=O)c1ccc(N2CCN(C)CC2)c(NC(=O)COc2ccc(F)cc2Cl)c1 | i | i
Cc1cc(C(=O)COc2cccnc2[N+](=O)[O-])c(C)n1Cc1cccs1 | i | i

By substructure: those above containing two or more sulfur atoms
SMILES | CHT block | KCNQ2 inh
O=C(Nc1nc(-c2ccccn2)cs1)c1ccc(Br)s1 | i | i
CCC(=O)Nc1ccc2nc(SCC(=O)N3CCCC3)sc2c1 | i | i
O=S(=O)(NC(=NCCc1ccc(Cl)cc1)c1ccccc1Cl)c1cccs1 | i | i
O=C1/C(=C\c2ccccn2)SC(=S)N1Nc1ncc(C(F)(F)F)cc1Cl | i | i

The main list resumes, starting six compounds before the break.
SMILES | CHT block | KCNQ2 inh
Cc1cnn(-c2cc(N/N=C/c3ccc(F)cc3)ncn2)c1 | i | i
O=C(Nc1ccc(Cl)cc1)Nc1ccccn1 | i | i
O=C(CCS(=O)(=O)c1ccc(Cl)cc1)Oc1ccc2c(c1)OCO2 | i | ·
O=C(CN1CCN(Cc2ccc(F)cc2)C1=O)NCc1cccs1 | i | i
CCN(CC)S(=O)(=O)c1ccc(N2CCN(C)CC2)c(NC(=O)COc2ccc(F)cc2Cl)c1 | i | i
Cc1cc(C(=O)COc2cccnc2[N+](=O)[O-])c(C)n1Cc1cccs1 | i | i
CC(=O)c1ccc(N2CCN(C(=S)Nc3ccccc3)CC2)cc1 | i | i
O=C(O)c1ccc(C=C(c2nc3ccccc3s2)c2nc3ccccc3s2)cc1 | i | i
CC(C)NC(=S)NNc1nc2ccccc2s1 | i | i
Cc1cc2nc(-c3ccc(SCc4ccccn4)nc3)[nH]c2cc1C | i | i
CC(C)c1onc(C(=O)Nc2cccc(Cl)c2)c1[N+](=O)[O-] | i | i
Cc1ccc2nc(-c3cccc(NC(=O)c4ccco4)c3)[nH]c2c1 | i | i
COC(=O)C1=CN(c2ccc(F)c(F)c2)C=C(C(=O)OC)C1c1ccc([N+](=O)[O-])cc1 | i | i
CC1Cc2ccccc2N1C(=O)Cn1c(=O)oc2cc(S(=O)(=O)NC3CCCC3)ccc21 (stereo not given) | i | i
S=C(NCC1CCCO1)N1CCN(c2ccc(Cl)c(Cl)c2)CC1 (stereo not given) | i | i
COc1cccc(C2=NN(C(C)=O)C(c3cccs3)C2)c1 (stereo not given) | i | i
Cc1ccc(S(=O)(=O)Nc2cc(-c3ccc(Cl)cc3)nn2C)cc1 | i | i
COc1cc(/C=N/NC(=O)c2ccc(-n3cccc3)cc2)ccc1O | i | i
COc1ccc(-n2ncc3c(NCC(C)C)ncnc32)cc1 | i | i
CCCCC(=O)Nc1nn(CC)c2nc3c(C)cccc3cc12 | i | i
O=C1C2CCCN2C(=O)N1CCCCN1CCN(c2cccc(C(F)(F)F)c2)CC1 (stereo not given) | i | i
COc1ccc(C2C(C#N)=C(N)SC(N)=C2C#N)cc1OC | i | i
CC(C)Sc1ncc(S(=O)(=O)c2ccccc2)c(=O)[nH]1 | i | i
CCOC(=O)Cc1csc(NC(=O)CN2CCN(CC)CC2)n1 | i | i
CC(C)(CS(=O)(=O)[O-])NC(=O)CC[N+](C)(C)CCO | i | i
O=C(NC(Cc1c[nH]c2ccccc12)c1nnc2n1CCCCC2)c1ccc(Cl)cc1 (stereo not given) | i | i
Cc1nc(NS(=O)(=O)c2ccccc2)sc1NC(=O)OCCN(C)C | i | i
O=C(CN1C(=O)NC2(CCCCCC2)C1=O)c1ccc(OC(F)F)cc1OC(F)F | i | i
CCCCN(C(=O)CSCC(=O)Nc1ccc(OC)cc1)c1c(N)n(CCC)c(=O)[nH]c1=O | i | i
O=C(CCC(=O)Nc1cccc([N+](=O)[O-])c1)NCc1ccccc1 | i | i
O=C(COc1ccc(S(=O)(=O)N2CCOCC2)cc1)NC1CCCC1 | i | i
CCOc1ccc2nc(SCC3CC3(Cl)Cl)[nH]c2c1 (stereo not given) | i | i
N#CC1=C(N)Oc2cc(N)ccc2C1c1ccc(F)cc1 (stereo not given) | i | i
CCOC(=O)CSc1nnc(NC(=O)c2cc([N+](=O)[O-])cc([N+](=O)[O-])c2)s1 | i | i
Cc1ccc(C(=O)OCN2C(=O)c3ccccc3C2=O)cc1S(=O)(=O)N1CCOCC1 | i | i
CCOC(=O)C1(Cc2ccccc2)CCCN(C(=O)c2ccc(-n3ccnc3)cc2)C1 (stereo not given) | i | i
COC(C(=O)Nc1ccc(S(=O)(=O)Nc2ccc(C)c(C)c2)cc1)c1ccccc1 (stereo not given) | i | i
Cc1ccc(S(=O)(=O)CCC(=O)OCn2nnc3ccccc3c2=O)cc1 | i | i
Cc1ccc(CNC(=O)CCC(=O)N2CC(C)Sc3ccccc32)cc1 (stereo not given) | i | i
CN1CCN(C(=S)NC(CC(=O)c2ccccc2)c2ccccc2)CC1 (stereo not given) | i | i
O=C(NCc1ccccc1)C(Cc1ccccc1)NS(=O)(=O)c1cccc2nsnc12 (stereo not given) | i | i
CCOc1cc(S(=O)(=O)N2CCCC2)c(C)cc1C | i | i
Cc1cc(C)c(C(=O)N2CCCC(C(=O)c3cc(F)ccc3F)C2)o1 (stereo not given) | i | i
COc1ccc(CCCc2nnc(SCC(=O)Nc3cccc(C)c3)o2)cc1 | i | i
Cc1cccc(N2CCN(C(=S)Nc3ccc4nc(N5CCOCC5)cc(C)c4c3)CC2C)c1 (stereo not given) | i | i
CC1(C)CC(=O)C(C(C2=C(O)CC(C)(C)CC2=O)c2ccc(Cl)c([N+](=O)[O-])c2)C(=O)C1 (stereo not given) | i | i

No new results follow: entries from further up.
SMILES | CHT block | KCNQ2 inh
Cc1cccc(N2CCN(C(=S)Nc3ccc4nc(N5CCOCC5)cc(C)c4c3)CC2C)c1 (stereo not given) | i | i
CC1(C)CC(=O)C(C(C2=C(O)CC(C)(C)CC2=O)c2ccc(Cl)c([N+](=O)[O-])c2)C(=O)C1 (stereo not given) | i | i

Continued:
SMILES | CHT block | KCNQ2 inh
CSCCC(NC(=O)c1cccc(C)c1)C(=O)OCN1C(=O)c2ccccc2C1=O (stereo not given) | i | i
CNC1=CC(=O)CC(c2ccccc2)C1 (stereo not given) | i | i
Cc1cccc(N2CCN(CCCNC(=O)C3CCCN(c4ncnc5c4nc4n5CCCCC4)C3)CC2C)c1 (stereo not given) | i | i
O=C(CNC(=O)c1ccco1)N/N=C/c1ccc(C(=O)O)cc1 | i | i
CCOc1ccc(C(=O)Nc2nnc(C3=COCCO3)o2)cc1 | i | i
CCCCn1c(N)c(N(CCOC)C(=O)c2cc(-c3ccccc3Cl)nc3ccccc23)c(=O)[nH]c1=O | i | i
CN1/C(=C/C(=O)CSc2ccccc2C(=O)O)C(C)(C)c2ccccc21 | i | i
CCn1c(CNC(=O)c2ccco2)nnc1SCC(=O)Nc1ccccc1Cl | i | i
CCOC(=O)c1ccc(NC(=O)c2nc[nH]c2C(=O)NCCCCCNC(=O)OC(C)(C)C)cc1 | i | i
COC(=O)[C@H]1C2CCC(C(=O)OC)(CC2)[C@H]1C(=O)OC | i | i
COc1cccc(NC(=O)CN(C)C(=O)c2ccc(COc3ccccc3)cc2)c1 | i | i
O=C(NC1CCCC1)C(c1ccc(N2CCOCC2)cc1)N(Cc1ccccc1)C(=O)c1ccco1 (stereo not given) | i | i
Cc1nc(SCC#N)c2c(C)c(C)sc2n1 | i | i
Cc1ccc2nc(NS(=O)(=O)c3cn(C)nc3C)sc2c1 | i | i
CCOC(=O)c1sc2nc(CC(C)C)c3c(c2c1N)CCC3 | i | i
COc1ccc2cc(C(=O)c3ccccc3)c(=O)oc2c1 | i | i
COc1ccccc1/C=C1\SC(=O)N(CC(=O)N(C)C2CCS(=O)(=O)C2)C1=O (stereo not given) | i | i
COc1cc(OC)c(N(C)C(=O)CCNC(=O)Cn2cnc3ccccc3c2=O)cc1Cl | i | i
C/C(Nc1ccc(F)cc1)=C(/C#N)C(N)=O | i | i
CCNCC(=O)Nc1c(C)cccc1C | i | ·
COc1ccc(Nc2nc(-c3ccccc3)nc3ccccc23)cc1 | i | i
COc1nnc(-c2ccc(C(=O)N3C[C@@H]4C[C@H](C3)c3cccc(=O)n3C4)cc2)c2ccccc12 | · | i
Cc1csc(NC(=O)c2ccc3ccccc3n2)n1 | i | i
COc1ccc(Nc2ccc(S(=O)(=O)N3CCCCC3)cc2[N+](=O)[O-])cc1OC | i | i
O=C(c1cccc(F)c1)N(Cc1nc2ccccc2c(=O)[nH]1)C1CCCC1 | i | i
COc1ccc(S(=O)(=O)N2CCC(C)CC2)cc1N(C)S(=O)(=O)c1ccccc1 | i | i
CC1CCN(C(=O)COC(=O)c2ccccc2NC(=O)c2ccco2)CC1 | i | i
COc1cc(OC)cc(C(=O)NCC(=O)OCC(=O)Nc2cc(S(C)(=O)=O)ccc2Cl)c1 | i | i
COc1ccc(C2C(C(N)=O)=C(C)Nc3ncnn32)cc1 (stereo not given) | i | i
O=[N+]([O-])c1ccc(OCc2n[nH]c(=S)n2-c2ccccc2)cc1 | i | i
CCc1ccccc1N(C1=NCCCS1)S(=O)(=O)c1ccc(C(C)(C)C)cc1 | i | i
Cc1[nH]n(-c2ccc(Cl)c(Cl)c2)c(=O)c1CCO | i | i
OCC[C@H]1C[C@H](O)[C@@H](O)[C@]2(CCc3ccccc3O2)O1 | i | ·
Cc1ccc(C2(C)NC(=O)N(CC(=O)NC(C)c3ccccc3)C2=O)cc1 (stereo not given) | i | i
COC(=O)C1=C(CS(=O)(=O)c2ccc(C)cc2)NC(=O)NC1c1ccc(OC)c(OC)c1 (stereo not given) | i | i
CCN(CC)C(c1ccc(F)cc1)c1nnnn1C1CCCCC1 (stereo not given) | i | i
O=C1CC(c2ccccc2)CC(O)=C1C=NCCN1CCNCC1 (stereo not given) | i | i
Cc1ccc(S(=O)(=O)N2CCN(C(=O)CSc3cc(C)ccc3C)CC2)c(C)c1 | i | i
CCOc1cc(NC(=O)c2cccs2)c(OCC)cc1NC(=O)c1cccnc1 | i | i
CSc1nc(C)c(CCOC(=O)c2cccc(Cl)c2)c(=O)[nH]1 | i | i
O=S(=O)(Nc1cc(F)ccc1F)c1cccc2nsnc12 | i | i
Cc1ccc(C(=O)NNC(=S)NC(=O)COc2ccccc2)cc1 | -6.1* | i
COC(=O)CC1Oc2ccccc2N(Cc2ccccc2)C1=O (stereo not given) | i | i
Cc1ccccc1NC(=O)CSCCN1C(=O)c2ccccc2C1=O | i | i
CCC(C(=O)NC1CCCC1)n1c(SCc2cccc(C)c2)nc2ccncc21 (stereo not given) | i | i
Cc1c(OCC(=O)NC(Cc2c[nH]c3ccc(O)cc23)C(=O)O)ccc2c3c(c(=O)oc12)CCC3 (stereo not given) | i | i
COc1ccc(C(=O)CSc2n[nH]c(C)n2)cc1[N+](=O)[O-] | i | i
CCOC(=O)NC(=O)CSc1nnc(C)s1 | i | i
CSc1ccccc1NC(=O)CN(C)CC(=O)Nc1ccccc1F | i | i
CCOC(=O)COc1cc(N2C(=O)CSCC2=O)c(Cl)cc1Cl | i | i
Cc1nn(CCCC(=O)NCc2ccccc2)c(=O)c2nn(-c3ccccc3)c(C)c12 | i | i
Cc1ccc2c(c1)nnc1nnc(SCC(=O)O)n12 | i | i
Cc1ccccc1OCC(=O)NCCCNC(=O)c1ccccn1 | i | i
COc1cc(/C=C2\SC(=S)N(CCC(=O)Nc3ccccc3)C2=O)cc(OC)c1OC | i | i
COc1ccc(C(=O)N2CCCC2)cc1S(=O)(=O)N1CCC(C)CC1 | i | i
O=C(CCN1CCCCC1)N=Nc1c(O)[nH]c2ccccc12 | i | i
O=C(CCn1c(=O)c2sccc2n(CC(=O)OCc2ccccc2)c1=O)NCc1ccco1 | i | i
COc1ccc(NC(=O)CSc2ncn[nH]2)c([N+](=O)[O-])c1 | i | i
CCOC(=O)C1=C(C)N=C2SCCC(=O)N2C1c1cccs1 (stereo not given) | i | i
O=C1c2ccccc2C(=O)C1c1ccccc1 | i | i
Cn1c(=O)n(CC(=O)NCC2CCCO2)c(=O)c2c3c(sc21)CCCC3 (stereo not given) | i | i
O=C(/C=C/c1cccs1)Nc1sc2c(c1C(=O)O)CCCC2 | i | i

Of the compounds above, 2 contain a CF3 group:
SMILES | CHT block | KCNQ2 inh
O=C1/C(=C\c2ccccn2)SC(=S)N1Nc1ncc(C(F)(F)F)cc1Cl | i | i
O=C1C2CCCN2C(=O)N1CCCCN1CCN(c2cccc(C(F)(F)F)c2)CC1 (stereo not given) | i | i

Screens (PubChem)

Random draw from the library; overall some 1.9% were active at least once.
